V-ATPase pHluor – regulators of yeast V-ATPase proton transport; response, % at 10 µM; S. cerevisiae, pHLuorin cytosolic pH fluorescence; 350,000 tested, 0.37% active; in the data active means response mostly above about 7.3%, no sharp cut-off; inactive means mostly below about 5.4%; further: actives read high; inactives centre near 0; some compounds called inactive have numbers as strong as hits; reference of the scale not given here
C-LANA FP – blocks KSHV LANA C-terminal domain binding to DNA | inhibition, % at 9 µM | MBP-C-LANA/FAM-LBS DNA binding, fluorescence polarization | 340,000 tested, 0.078% active;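 active means highest replicate inhibition at or above 60% at 9 µM, even if other replicates fall short; inactive means all replicates below 60% inhibition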;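 further: 0% = neutral control wells and 100% = 4 µM acridine orange control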
Wnt act – activators of Wnt/beta-catenin signaling | AID 743398 | Wnt/beta-catenin reporter cell assay, activator, plate reader | 300,000 tested, 1.2% active | activation, % at 9.35 µM; in the data active means activation above about 30%, passing the limit was not always enough;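 further: 0% = neutral control wells and 100% = positive control wells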
Pemphigus Ab inh – blocks pemphigus antibody binding to human desmoglein-3; DSG3-coupled beads, scFv-anti-DSG3-GFP binding, flow cytometry; active compounds read low; binding (percent of control), % at 10 µM; 310,000 tested, 0.48% active; AID 588358;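 active means binding more than 3 SD below its plate's average and above zero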;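 further: hits lower antibody fragment binding to DSG3; some compounds called inactive have numbers as strong as hits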
RTF Ca sens act – increases calcium sensitivity of human cardiac regulated thin filaments; IANBD-labeled TnC RTF fluorescence at EC20 calcium; 0% EC20 calcium, 100% full calcium; activation, % at 7.2 µM; 340,000 tested, 0.24% active; AID 493008;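 active means activation above the mean over all tested compounds plus 3 SD, cut at about 30% in these data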;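 further: rise in fluorescence read as greater calcium sensitivity of cardiac thin filaments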
Cardiac RTF inh – cardiac RTF calcium desensitization; 340,000 tested, 0.12% active; P19429+P45379; IANBD-labeled cardiac RTF, Ca2+ fluorescence; AID 493244; inhibition, % at 7.15 µM;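 active means inhibition above the mean inhibition of all tested compounds plus 3 SD, cut at about 17% in these data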;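 further: assay run at fixed EC70 calcium of 1.6 mM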
MOR-DOR inv ag – mu-delta opioid heterodimer inverse agonism; inhibition, % at 9.3 µM; P35372+P41143; cell-based MOR-DOR heterodimer luminescence; 340,000 tested, 0.21% active; in the data active means inhibition above about 22%, passing the limit was not always enough;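 further: 0% = cells with DMSO and 100% = wells without cells with DMSO; values of inactives mirror those of a sister screen read the other way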
Target sequence (P35372 whole entry, looked up): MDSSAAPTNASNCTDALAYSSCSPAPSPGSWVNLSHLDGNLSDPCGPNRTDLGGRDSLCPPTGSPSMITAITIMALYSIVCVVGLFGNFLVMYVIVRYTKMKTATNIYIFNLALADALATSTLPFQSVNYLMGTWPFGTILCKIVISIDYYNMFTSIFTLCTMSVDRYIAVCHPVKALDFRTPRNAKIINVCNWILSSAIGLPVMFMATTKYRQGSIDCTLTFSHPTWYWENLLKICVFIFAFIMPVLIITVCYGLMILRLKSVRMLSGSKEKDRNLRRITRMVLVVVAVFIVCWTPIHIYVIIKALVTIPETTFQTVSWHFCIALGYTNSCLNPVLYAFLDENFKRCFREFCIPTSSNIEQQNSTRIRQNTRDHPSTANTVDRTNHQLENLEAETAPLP
Target sequence (P41143 whole entry, looked up): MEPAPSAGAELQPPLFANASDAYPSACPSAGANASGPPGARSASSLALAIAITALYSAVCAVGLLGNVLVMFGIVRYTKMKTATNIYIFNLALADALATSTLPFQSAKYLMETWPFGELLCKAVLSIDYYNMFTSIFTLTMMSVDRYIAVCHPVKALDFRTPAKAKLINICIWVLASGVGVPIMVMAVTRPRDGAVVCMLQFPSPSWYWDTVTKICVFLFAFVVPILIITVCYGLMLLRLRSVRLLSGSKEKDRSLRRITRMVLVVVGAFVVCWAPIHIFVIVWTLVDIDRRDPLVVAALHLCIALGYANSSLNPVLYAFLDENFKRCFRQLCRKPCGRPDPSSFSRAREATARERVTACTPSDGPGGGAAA
Keap1-Nrf2 PPI – inhibitors of human Keap1-Nrf2 protein-protein interaction. Keap1 Kelch-Nrf2 peptide fluorescence polarization, 1536-well. inhibition, % at 9.4 µM. 340,000 tested, 0.15% active; in the data active means inhibition above about 12%;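 further: human Keap1 Kelch domain with fluorescein labeled Nrf2 9mer peptide probe; 0% = neutral control wells and 100% = peptide positive control; higher means more block of Keap1 binding to Nrf2 peptide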
Arrestin-AP2 inh – inhibitors of human beta-arrestin and AP2 interaction; inhibition, % at 10 µM; FITC-arrestin peptide / GST-AP2 beads, flow cytometry; AP2 beta2 appendage carries R879A mutation; 340,000 tested, 0.31% active;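 active means inhibition above a set limit, near 3 SD of compounds lacking own fluorescence, cut at about 54% in these data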;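 further: plate controls were DMSO wells for no effect and 5 µM unlabelled arrestin peptide for full effect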
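Material – GST-tagged AP2 beta2-adaptin appendage (R879A) on 4 µm glutathione beads · Probe or stimulus – fluorescein-tagged arrestin peptide at 50 nM final · Timing – 12 min plus 1 h, RT · Detection – bead flow cytometry, FITC channel · Read-out basis – inhibition as reduced fluorescein signal on beads, percent · Medium – PBS plus Tween 20 (0.05%) and BSA (0.1%)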
MOR-DOR ag – OPRM1-OPRD1 heterodimerization agonism | activation, % at 9.3 µM | AID 504326 | cells, luminescence | 340,000 tested, 0.3% active | P35372+P41143; in the data active means activation above about 18%;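 further: 0% = vehicle-treated cells and 100% = reference agonist; values of inactives mirror those of a sister screen read the other way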
* marks the source's active call; other numbers are inactive results; x = not tested or not shown.

SMILES	V-ATPase pHluor	C-LANA FP	Wnt act	Pemphigus Ab inh	RTF Ca sens act	Cardiac RTF inh	MOR-DOR inv ag	Keap1-Nrf2 PPI	Arrestin-AP2 inh	MOR-DOR ag
COc1cc(C(=O)OCC(=O)c2ccc(S(=O)(=O)N3CCCCC3)cc2)cc(OC)c1OC	1	1.0	-1	100	-2	-12	31	5	10	-8.2
CC1(C)c2[nH]c3ccccc3c2C[C@H]2C(=O)N(Cc3ccccc3)C(=O)N21	-2	0.8	-1	104	8	-9	-18	3	5	3.2
CC(C)C(=O)Nc1cc(S(=O)(=O)N2CCOCC2)ccc1N1CCCCC1	-1	2.1	2	128	-2	-1	18	2	0	-3.4
CCOC(=O)c1nc(Nc2cc(C)cc(C)c2)c2ccccc2n1	x	1.3	-2	112	-1	0	-14	-6	0	2.0
COc1ccccc1N1CCN(C2CCCN(C(=O)CCc3cnn(C)c3)C2)CC1 (centres undefined)	-2	0.1	0	93	-5	0	17	-3	21	-3.2
CC1(C)CC(=O)CC(C)(C)N1OC(=O)c1ccco1	4	-1.2	-1	97	-1	-3	1	1	11	-0.1
COc1ccc(OC)c(CCNC(=O)CC2Oc3ccccc3NC2=O)c1 (centres undefined)	1	-0.5	-7	108	3	-1	12	6	-9	-2.5
CCOc1cc2c(cc1/C=C/c1noc(C)c1[N+](=O)[O-])OC(C)C2 (centres undefined)	-1	0.3	-1	265	22	-26	4	-10	-20	-0.8
CSc1ccccc1C(=O)N1CCN(c2ccc(F)cc2)CC1	1	-1.2	-3	94	-3	8	9	4	40	-1.9
CCN(CC)CCCNC(=S)N1CCN(c2nc3ccccc3n2CC)CC1	-1	-0.1	-2	108	-1	-2	3	-3	-15	-0.5
O=C(Nc1ccccc1OC(F)F)c1ccc(F)cc1	1	-1.7	x	93	-6	-4	7	-2	11	-1.3
Oc1[nH]c2ccccc2c1N=Nc1ccccc1	-4	3.4	28	101	17	-18	5	20*	-1	-1.0
COc1ccc(-c2cn(CCN)c(-c3ccncc3)n2)cc1	0	-1.1	-2	103	8	-2	3	-8	-2	-0.5
Cc1cc2ncn(/N=C/c3ccc(-c4ccccc4)o3)c2cc1C	-2	1.9	0	123	0	-2	-8	7	6	1.5
CCn1c(COc2ccccc2)nnc1SCC(=O)NC1CCCCC1	0	-0.1	x	105	-3	7	15	1	-3	-2.7
C=CCn1c(SCC(=O)NCC)nc2sc3c(c2c1=O)CCC3	2	-0.9	-1	x	0	4	0	2	-6	0.1
Fc1ccc2cnc(-c3ccccc3)c(-c3ccc(C(F)(F)F)cc3)c2c1	0	-3.5	4	99	-3	-14	-19	0	0	3.3
COc1ccc(CCN(C)C(=O)COc2ccc(N(C)S(=O)(=O)c3ccc(C)cc3)cc2)cc1OC	3	0.3	-5	111	-6	-5	5	-1	-5	-0.7
CSc1nnc(-c2ccncc2)n1/N=C/c1cn(-c2ccccc2)nc1-c1ccc(Cl)cc1	0	-0.6	11	x	6	4	5	5	6	-1.1
COc1ccc2cc(CN(Cc3ccco3)Cc3nnnn3C3CCCCC3)c(=O)[nH]c2c1	1	0.4	x	100	4	-11	-33	-5	-7	5.2
Cc1ccc(NC(=O)c2cccs2)cc1NC(=O)c1ccccc1Cl	-3	-1.4	-1	105	2	2	12	0	5	-2.6
Cc1cc(NC(=O)CCC(=O)N(CC(=O)NC2CCCC2)c2ccc(Cl)cc2)no1	-1	0.3	2	110	8	0	4	-5	2	-0.6
CCN(CC)c1nc(Nc2ccc([N+](=O)[O-])cc2)nc(N(CC)CC)n1	-1	0.7	-8	103	-7	-4	4	1	-9	-0.9
Clc1ccc(-c2cn3ccccc3n2)cc1	8	-3.2	10	105	-2	-5	-10	4	24	1.8
CC(Oc1ccc2c3c(c(=O)oc2c1)CCC3)C(=O)N[C@@H](Cc1ccccc1)C(=O)O (some centres undefined)	2	-1.4	-1	106	-2	-9	13	-6	7	-2.6

(cont.)
SMILES	V-ATPase pHluor	C-LANA FP	Wnt act	Pemphigus Ab inh	RTF Ca sens act	Cardiac RTF inh	MOR-DOR inv ag	Keap1-Nrf2 PPI	Arrestin-AP2 inh	MOR-DOR ag
NS(=O)(=O)c1ccc(CNC(=O)CCC2CCCCC2)cc1	7	6.0	0	78	5	-4	4	0	4	-0.6
CC(c1ccccc1)N1CCc2[nH]c(=S)[nH]c(=O)c2C1 (centres undefined)	4	-0.4	-2	102	6	1	21	-5	-9	-4.4
O=C(N/N=C/c1ccc(Br)s1)c1ccco1	1	-2.5	43*	x	3	0	-3	-10	-4	0.6
COc1ccc(S(=O)(=O)N2N=C(c3cccc(NS(C)(=O)=O)c3)CC2c2ccco2)cc1 (centres undefined)	4	-0.2	-1	x	-1	-1	-1	-9	-8	0.2
Cc1cccc(C)c1OCCNC(=O)CCC(=O)c1ccccc1	-5	-0.7	-2	106	-4	-10	-2	-8	-7	0.3
CCCCCNC(=O)c1cc(S(=O)(=O)N2CCCCC2)ccc1F	1	-3.0	x	99	0	-4	-4	2	-4	0.8
COC(=O)C(Cc1c[nH]c2ccccc12)N1CCS(=O)(=O)CC1 (centres undefined)	-1	0.9	0	104	-3	0	11	-1	8	-2.1
O=C(OCCN=C1NS(=O)(=O)c2ccccc21)c1ccncc1	8	-0.5	x	107	-4	-5	6	4	5	-1.2
CN1CCN(C(=O)/C(=C/c2ccc(F)cc2)NC(=O)c2ccccc2)CC1	2	0.2	0	120	-9	-5	23	3	-14	-4.3
CON(C)c1nc(OCCNC(=O)OCc2ccc(Cl)cc2C)nc(N(C)C)n1	-2	1.4	-3	x	-2	-1	14	4	15	-2.3
COc1cc(CNc2ncn[nH]2)ccc1OCc1cccc(C)c1	1	-0.2	29	98	0	-15	-12	3	-1	2.2
CN(C)/C=C1\C(=O)N(C)N=C1C(F)(F)F	3	2.2	x	111	-2	2	-5	-3	1	0.8
COc1ccc(Cl)cc1NC(=O)COC(=O)C1CC1	-2	-1.9	4	110	1	0	9	-2	-3	-2.2
COc1ccc(S(=O)(=O)Oc2ccc3ccccc3c2)cc1	-1	0.5	-2	x	2	3	9	-2	6	-2.0
COc1ccc(S(=O)(=O)N(CC(=O)NCc2cccnc2)Cc2ccccc2)cc1	0	-1.4	1	125	-1	1	4	-7	7	-0.8
CC(C)(C)C1=C(C#N)C(c2cc3c(cc2Br)OCO3)C(C#N)=C(N)O1 (centres undefined)	3	0.7	x	109	8	4	3	-5	2	-0.6
Cc1cccc(C(=O)OCC(=O)c2cccc(Br)c2)c1O	-2	-0.2	6	106	0	-2	1	0	-1	-0.3
CCNC(=O)N(CC)C[C@H]1N[C@@](Cc2ccccc2)(C(=O)OC)[C@H]2C(=O)N(C)C(=O)[C@@H]12	-1	-0.3	-2	100	2	-6	14	-3	-7	-3.1
Clc1ccc(Cl)c(OCCN2CCCC2)c1	1	0.4	3	96	7	3	14	0	2	-3.0
Cc1nc2cc3sc(C)nc3cc2s1	-6	-1.8	7	112	0	-2	13	4	-18	-2.6
CC(=O)OC1(C(C)=O)CCC2C3CC(C(F)(F)F)C4=CC(=O)CCC4(C)C3CCC21C (centres undefined)	0	-0.4	-2	x	-5	6	5	-4	-11	-1.1
CC(C)c1ccc(NC(=O)c2ccc3c(c2)C(=O)N(Cc2cccnc2)C3=O)cc1	0	0.6	-1	111	2	-4	-38	-3	-6	9.2
C=CCNC(=O)c1ccc2c3n(nc2c1)-c1ccc(Cl)cc1CO3	-2	-0.1	44*	101	8	-9	6	-5	5	-1.2
Cc1cc(C)n(CC(=O)NCc2ccccc2)c(=O)c1C#N	-2	-1.4	0	109	-2	6	13	-3	42	-2.5
Cc1ccc(OCc2ccoc2C(=O)O)cc1C	0	4.4	-5	94	-3	-3	6	7	3	-1.2

Next part.
SMILES	V-ATPase pHluor	C-LANA FP	Wnt act	Pemphigus Ab inh	RTF Ca sens act	Cardiac RTF inh	MOR-DOR inv ag	Keap1-Nrf2 PPI	Arrestin-AP2 inh	MOR-DOR ag
CCC(=O)c1cn(CC(=O)O)c2ccccc12	-3	0.3	-3	122	5	2	11	-2	-6	-2.2
COc1cccc(Nc2nc(-c3sc(N)nc3C)cs2)c1	-1	-0.6	3	94	5	-12	-4	-4	8	0.7
O=C(N/N=C/c1cccnc1)c1cccc(Cl)c1	2	0.9	3	110	1	-6	23	-5	1	-5.1
Cn1cccc1C(=O)NCC(c1ccco1)N1CCCCC1 (centres undefined)	1	-1.2	1	105	-4	-3	16	-1	7	-3.3
CCCCOc1ccc(OCCNC(=O)c2ccco2)cc1	1	-0.8	0	102	-4	0	-7	-7	4	0.9
CCCCCCCCOC(=O)c1ccc(N)cc1	-2	-0.1	-1	101	2	-3	-24	-5	-1	4.5
O=S(Cc1ccc(Br)cc1)Cc1nnc(SCc2c(Cl)cccc2Cl)n1-c1ccccc1 (centres undefined)	-2	-0.2	-3	98	-3	-2	-16	0	5	2.9
O=C(Nc1ccc(Oc2nnc(-c3ccccc3)c3ccccc23)cc1)c1ccccc1	3	0.0	-1	72	0	-2	2	-5	-11	-0.5
CC(CCc1ccccc1)NC(=O)Cc1ccc(Br)cc1 (centres undefined)	5	-0.2	-3	87	5	0	13	1	-10	-2.7
COc1ccc(C(=O)Nc2nc3ccccc3c(=O)[nH]2)cc1	3	-0.3	18	94	0	-5	2	0	11	-0.4
CCCCNC(=O)c1ccc(Cn2c(=S)[nH]c3c([nH]c4ccc(OC)cc43)c2=O)cc1	0	0.5	-38	97	3	2	-10	3	x	2.0
CCc1cccc(C)c1NC(=O)CCNC(=O)c1cccc(C)c1	-1	-0.1	-1	x	-4	-1	12	-3	5	-1.9
CC(=O)c1cccc(NC(=S)N2CCc3ccccc32)c1	-6	0.2	23	99	3	-4	-14	4	13	3.4
CC(NC(=O)Cn1nc(C(=O)O)c2ccccc2c1=O)C12CC3CC(CC(C3)C1)C2 (centres undefined)	2	-1.4	-2	108	2	-1	2	-2	34	-0.4
COc1ccccc1C(=O)NNC(=O)CCC(=O)NCc1ccccc1	-4	-0.5	1	103	5	1	20	-1	3	-3.7
CCOC(=O)c1cccc(NC(=O)c2ccccc2C)c1	-1	-1.1	2	89	-3	9	2	-2	29	-0.3
C/C(=N\NC(=O)c1nnn(-c2nonc2N)c1CSc1ccccc1)c1ccc2c(c1)OCO2	0	-1.4	-2	x	-1	-13	10	0	21	-1.6
C/C(=N\NC(=O)c1nnn(-c2nonc2N)c1CN(C)c1ccccc1)c1cccnc1	-3	0.0	34*	125	-2	-13	11	-7	-1	-2.1
COc1cc(C2NC(=O)NC(C)=C2[N+](=O)[O-])cc(OC)c1OC (centres undefined)	-2	-0.6	3	87	-4	2	15	0	-3	-2.8
Cc1cc(C(=O)OCC(=O)NC2CC2)ccc1[N+](=O)[O-]	-1	-1.2	1	98	-1	2	8	-1	0	-2.1

Of the compounds above, 2 contain a cyano group.
SMILES	V-ATPase pHluor	C-LANA FP	Wnt act	Pemphigus Ab inh	RTF Ca sens act	Cardiac RTF inh	MOR-DOR inv ag	Keap1-Nrf2 PPI	Arrestin-AP2 inh	MOR-DOR ag
CC(C)(C)C1=C(C#N)C(c2cc3c(cc2Br)OCO3)C(C#N)=C(N)O1 (centres undefined)	3	0.7	x	109	8	4	3	-5	2	-0.6
Cc1cc(C)n(CC(=O)NCc2ccccc2)c(=O)c1C#N	-2	-1.4	0	109	-2	6	13	-3	42	-2.5

Compound activity as filed in PubChem BioAssay.
